Bioassay records from PubChem BioAssay.
NRP1-CendR mod – alters CendR peptide binding to human NRP-1 | FAM-RPARPAR peptide binding to NRP-1, fluorescence polarization | inhibition, % at 25 µM | hit rate 0.85% among 360,000;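 active = inhibition or corrected inhibition above about 18%, plus a signal ratio from 0.5 to 1.5, limit read from the data, passing the limit was not always enough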; note: strong numbers were not always called active
MT1-MMP act inh – MT1-MMP (human) activation inhibition | P50281 | AID 651647 | HT1080 RFP-PRO-GFP cells, GFP/RFP ratio fluorescence, overnight; percent of plate control window, DMSO zero | GFP/RFP ratio change, % at 20 µM | hit rate 0.061% among 360,000;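 active = GFP/RFP ratio change of at least 30% with cell ATP level not reduced by more than half and red fluorescence within 50% of control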; note: strong numbers were not always called active
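Assay system: HT1080 RFP-PRO-GFP cells | Dosing: 20 µM single dose, 1% DMSO | Incubation: Cells overnight before dosing, compound overnight, 37 °C, 5% CO2 | Evaluation: GFP/RFP fluorescence ratio | Control set: DMSO-only wells and HT1080 RFP-L50D-GFP cell wells as references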
PABP1 MLLE inh – inhibitors of microRNA-mediated deadenylation, human PABP1 MLLE binding | P11940 | GST-MLLE / FITC-PAM2 fluorescence polarization | inhibition, % at 20 µM | hit rate 0.36% among 360,000; in the data active = inhibition above about 35%, passing the limit was not always enough;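 note: plate controls were DMSO wells with GST-MLLE for no effect and wells lacking GST-MLLE protein for full effect; some results filed as inactive read as strong as hits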
SKN-1 block – inhibitors of C. elegans SKN-1 | inhibition, % at 21.8 µM | AID 624304 | C. elegans VP596 Pgst-4::GFP/RFP ratio, acrylamide-induced, 24 h | hit rate 0.49% among 360,000;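 active = interference check ratio from 0.5 to 1.5 plus GFP to RFP signal ratio inhibition reaching or exceeding a fixed threshold, cut at about 30% in these data, passing the limit was not always enough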; note: some compounds called inactive have numbers as strong as hits
MsrA act – activators of bovine methionine sulfoxide reductase A. purified bovine MsrA, absorbance read-out. activation, % at 10.6 µM. hit rate 0.3% among 360,000. AID 602163; in the data active = activation above about 7.5%;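 note: 0% = vehicle and 100% = reference activator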
eLon inh – E. coli protease La inhibition; hit rate 0.42% among 360,000; purified E. coli Lon protease, fluorescence polarization; inhibition, % at 7.94 µM; P0A9M0; AID 602123; in the data active = inhibition above about 13%, passing the limit was not always enough;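 note: 0% = enzyme with probe and DMSO and 100% = no enzyme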
FAS-TE inh – FAS thioesterase (human) inhibition; P49327; recombinant FAS-TE, OMFH fluorogenic substrate, fluorescence endpoint; inhibition, % at 15 µM; hit rate 0.67% among 360,000; AID 602261;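 active = compounds whose normalised, plate-corrected inhibition of enzyme fluorescence in the single-dose primary screen is 50% or more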;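 note: 0% = DMSO with enzyme and 100% = substrate without enzyme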
TbMetRS inhib – blocks T. brucei methionyl-tRNA synthetase activity. inhibition, % at 11.9 µM. hit rate 0.4% among 360,000. purified T. brucei MetRS, ATP depletion, Kinase-Glo luminescence. AID 624268;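 active = inhibition above a per-plate cutoff of the control wells' mean inhibition plus 3 SD, cut at about 5.5% in these data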;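 note: 0% = DMSO wells median and 100% = median of wells with control inhibitor compound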
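Material: T. brucei methionyl-tRNA synthetase, purified; reagent: substrates ATP, L-methionine and bulk Escherichia coli tRNA; dosing: 11.9 µM single point; timing: 15 min plus 2 h at 25 °C; detection: luminescence of leftover ATP; evaluation: % inhibition; control set: DMSO-only wells as low control; replicates: singlicate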
MsrA inh – inhibitors of bovine MsrA. purified bovine MsrA, absorbance read-out. inhibition, % at 15.5 µM. hit rate 0.75% among 360,000. AID 651718; in the data active = inhibition above about 4.5%;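 note: 0% = vehicle wells with enzyme and 100% = reference inhibitor wells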
* = called active by the depositor; . = no result given.

#	smiles	NRP1-CendR mod	MT1-MMP act inh	PABP1 MLLE inh	SKN-1 block	MsrA act
1	OC(CN(c1ccccc1)c1ccccc1)Cn1cnc2ccccc21 (stereo unspecified)	11	-9	-6	8	-2
2	NC(=O)N/N=C/C=C/c1ccccc1	5	0	1	17	-2
3	CCOC(=O)c1c(C)c(C(=O)Nc2ccc(N(C)C)cc2)c(C)n1CC	-8	-3	-1	13	-1
4	C=CCNC(=S)NNc1nc2c(c(=O)[nH]1)C1(CCCCC1)Cc1ccccc1-2	-6	0	-55	-16	-12
5	O=C(O)C(c1ccccc1)N1C(=O)/C(=C/c2cccs2)SC1=S (stereo unspecified)	-10	7	35	0	0
6	CCCCCCC/C=N/Nc1nnc(Cc2ccccc2)c(=O)[nH]1	1	-2	-2	-7	-1
7	Cc1nn(Cc2ccc(Cl)cc2)c(C)c1NC(=O)c1c(-c2ccccc2)noc1C	7	-2	1	11	0
8	COc1ccc(OC)c(NC(=O)C(=O)NCCC2=CCCCC2)c1	6	0	0	0	-6
9	Cc1[nH]nc(SCC(=O)NCc2ccccc2)c1[N+](=O)[O-]	-6	-1	2	10	-1
10	CCOC(=O)[C@]12CCC=C1N(Cc1ccco1)C(=O)[C@H](CC(=O)NCCc1ccccc1OC)C2	-26	-1	.	7	-3
11	CCCn1cc(CN2CCCC(CNC(=O)c3ccc(F)cc3)C2)c(C)n1 (stereo unspecified)	-23	-3	-6	-6	-8
12	CN(Cc1ccccc1)C(=O)COC(=O)c1ccccc1SCC(=O)N1CCCC1	-2	-1	-2	2	1

#	eLon inh	FAS-TE inh	TbMetRS inhib	MsrA inh
1	-1	8	-0.6	-0.1
2	-1	-5	-0.1	0.8
3	-4	-1	-0.6	-0.7
4	-2	2	-0.2	-0.7
5	-13	-6	0.8	0.2
6	-3	-2	-0.4	-0.8
7	3	8	-0.2	-0.7
8	-8	20	0.3	0.3
9	-4	-7	-0.2	-1.1
10	-9	0	-0.2	0.4
11	7	-12	-0.9	0.2
12	-7	-2	-0.3	1.8

Other entries follow:
#	smiles	NRP1-CendR mod	MT1-MMP act inh	PABP1 MLLE inh	SKN-1 block	MsrA act
13	NC(=O)CC[C@H](NC(=O)c1ccc(F)cc1)C(=O)OCC(=O)Nc1ccc(N2CCOCC2)cc1	-15	2	2	10	-2
14	CCOc1ccc(NC(C)=O)cc1	5	2	6	-5	-3
15	Cc1ccc(-n2sc3ccccc3c2=O)cc1S(=O)(=O)N1CCCCC1	-30	8	8	10	4
16	CN(C=O)c1cc([N+](=O)[O-])ccc1OCc1ccccc1	5	0	7	-4	-2
17	Cc1ccc(C)c(Cn2c(=O)n(-c3ccc(CC(=O)NCc4ccco4)cc3)c(=O)c3sccc32)c1	-4	2	-12	-8	0
18	COc1ccc(-n2ncc3c2CC(C)(C)CC3NC(=O)C2=CC(=O)CC(C)(C)O2)cc1 (stereo unspecified)	16	0	19	-21	0
19	CC(C)(C)c1ccc(C2(C)NC(=O)N(CC(=O)c3ccc[nH]3)C2=O)cc1 (stereo unspecified)	-13	9	-4	-6	-9
20	O=c1[nH]c(C2CCN(S(=O)(=O)c3ccc(S(=O)(=O)NC4CC4)cc3)CC2)nc2c1nnn2Cc1cccc(F)c1	-1	2	-4	5	-1
21	c1ccc(-n2nnnc2-c2cnc(-c3ccncc3)nc2-c2cccs2)cc1	8	-5	0	31	-2
22	CCC1=C(OC(=O)N(CC)CC)N2C(=O)OC(=NCCc3c[nH]c4ccccc34)[C@]2(C)[C@H]2C1=CC[C@H]1C(=O)N(C)C(=O)[C@H]12	19	-5	-8	5	-1
23	CCOC(=O)c1cnc2c(ccc3ccccc32)c1N	1	-2	-20	15	-4
24	CCOc1ccc(Oc2nc(NCC(C)C)nc(N(C)C)n2)nn1	3	2	-12	-3	-5

#	eLon inh	FAS-TE inh	TbMetRS inhib	MsrA inh
13	10	-8	-0.5	1.5
14	-2	-3	-1.0	-0.9
15	12	-7	-0.2	1.0
16	1	1	-0.4	0.5
17	-7	-1	-0.5	-0.4
18	-3	1	0.0	-0.2
19	-6	3	-0.9	0.8
20	5	-139	0.5	1.7
21	0	10	0.4	0.5
22	-8	2	-0.1	1.0
23	6	1	-1.7	-1.0
24	-18	-8	-1.6	-0.2

Later entries:
#	smiles	NRP1-CendR mod	MT1-MMP act inh	PABP1 MLLE inh	SKN-1 block	MsrA act
25	CCC1CCCCN1C(=O)CSc1nnc(-c2ccc(Cl)s2)o1 (stereo unspecified)	-2	-1	-61	10	-4
26	CN(C)C(CNC(=O)CCOc1ccccc1)c1ccco1 (stereo unspecified)	-20	-1	-11	0	-4
27	COc1ccc(N2CC(C(=O)N3CCC(c4nc5ccccc5[nH]4)CC3)CC2=O)cc1 (stereo unspecified)	1	2	-2	0	-2
28	O=C(OCc1ccccc1)N1CCC2CC1c1ccc(-c3ccc4c(c3)OCO4)cc12 (stereo unspecified)	-6	-3	-1	2	-3
29	Nc1nc(SC23CC4CC(CC(C4)C2)C3)ns1	2	-6	-3	7	-9
30	CC1=C(C(=O)N(C(C)C)C(C)C)CC(CC(=O)NCCCCc2ccccc2)C(=O)N1Cc1ccccc1 (stereo unspecified)	1	-4	-4	0	2
31	CC1(C)NC(=O)C(CCc2ccccc2)NC1=O (stereo unspecified)	1	4	-5	15	-2
32	Cc1cc(C)nc(Nc2n[nH]c(-c3ccccc3C)n2)n1	0	3	-3	9	-1
33	CCOc1ccc(S(=O)(=O)NCC2CCCO2)cc1NC(=O)c1ccccc1F (stereo unspecified)	4	0	-5	-5	-2
34	COCCN1C(=O)COc2ccccc2C1C(=O)NC(C)(C)C (stereo unspecified)	-10	5	.	4	1
35	Cc1nn(-c2cc(Cl)ccc2N)c(=O)c2ccccc12	21	0	-6	4	-1
36	O=C(Nc1c(F)cc(F)cc1Br)c1ccco1	2	5	20	-3	-8

#	eLon inh	FAS-TE inh	TbMetRS inhib	MsrA inh
25	-1	-2	-0.6	1.3
26	0	-2	-0.6	-0.6
27	-3	-5	0.1	0.2
28	3	24	-0.3	1.4
29	0	0	-0.4	-0.5
30	2	9	0.9	0.4
31	-4	-9	0.1	-0.4
32	-9	-2	-0.2	-0.6
33	5	-3	-0.1	-0.2
34	0	-10	-0.7	-0.4
35	1	-1	-0.5	-0.3
36	-1	-3	-1.2	.

(further entries)
#	smiles	NRP1-CendR mod	MT1-MMP act inh	PABP1 MLLE inh	SKN-1 block	MsrA act
37	COC(=O)c1ccccc1N(C)C(=O)C12CCC(C)(C(=O)O1)C2(C)C (stereo unspecified)	-2	-2	-11	1	-9
38	Clc1ccc(-n2ncc3c(NCc4cccs4)ncnc32)cc1	-4	.	0	3	-1
39	CC(=O)C1=C(C)Nc2ncnn2C1c1ccccc1OCc1ccccc1 (stereo unspecified)	-9	3	-2	7	0
40	CCOC(=O)c1[nH]c2cc3c(cc2c1NC(=O)CN1CC(C)CC(C)C1)OCO3 (stereo unspecified)	6	2	-5	-6	-2
41	CS(=O)(=O)N(CCc1ccccc1)CC(=O)N1CCN(c2ccc(F)cc2)CC1	-12	0	7	-2	-3
42	OCCN(Cc1ccccc1)C(=S)Nc1ccc(Cl)cc1Cl	12	3	-35	-6	-4
43	CC(=O)c1ccc(NC(=O)c2ccc3c(c2)C(=O)N(c2ccccn2)C3=O)cc1	-22	1	6	14	0
44	Cc1ccc(NC(=O)C2=C(O)c3ccccc3N(C)S2(=O)=O)cc1	-4	2	4	-13	-5
45	Cc1nc(Nc2cccc(O)c2)c2c3c(sc2n1)CCC3	-14	0	-12	-2	-1
46	O=C(CCS(=O)(=O)c1ccc(Br)s1)NCc1ccccc1	5	-1	-9	5	3
47	O=C(NCc1ccc2c(c1)OCO2)c1cc(-c2ccncc2)nc2ccccc12	-7	4	1	-4	.
48	CCn1cc(C(=O)N[C@H](C(=O)NCCCO)C(C)C)c(=O)c2cc3c(cc21)OCO3	8	-2	-4	2	-4

#	eLon inh	FAS-TE inh	TbMetRS inhib	MsrA inh
37	-11	-9	-1.6	0.0
38	-3	13	-0.8	0.3
39	1	-5	-0.4	2.0
40	1	14	-0.8	0.7
41	0	-1	-0.4	-0.7
42	8	6	0.8	0.4
43	3	-3	-0.1	1.2
44	-7	-2	-0.7	1.1
45	-7	1	-0.4	-0.5
46	-13	-3	0.2	0.8
47	.	11	.	0.1
48	-4	-5	1.1	2.1

Entries of single compounds, quoted from the list. Order of screens: NRP1-CendR mod, MT1-MMP act inh, PABP1 MLLE inh, SKN-1 block, MsrA act, eLon inh, FAS-TE inh, TbMetRS inhib, MsrA inh
Entry for `Cc1nc(Nc2cccc(O)c2)c2c3c(sc2n1)CCC3` = -14, 0, -12, -2, -1, -7, 1, -0.4, -0.5
Entry for `O=C(NCc1ccc2c(c1)OCO2)c1cc(-c2ccncc2)nc2ccccc12` = -7, 4, 1, -4, ., ., 11, ., 0.1
Entry for `OCCN(Cc1ccccc1)C(=S)Nc1ccc(Cl)cc1Cl` = 12, 3, -35, -6, -4, 8, 6, 0.8, 0.4

(list continues)
#	smiles	NRP1-CendR mod	MT1-MMP act inh	PABP1 MLLE inh	SKN-1 block	MsrA act
49	Cc1ccc(NC(=S)N(CCCN2CCC(C)CC2)Cc2ccco2)cc1C	-3	7	-67	-22	-8
50	CCC(c1nnnn1-c1ccc2c(c1)OCCO2)N1CCN(c2ccccn2)CC1 (stereo unspecified)	22	5	.	3	-3
51	Cc1ccc(/C=C(\NC(=O)c2ccccc2)C(=O)NCCc2ccccn2)o1	-2	-2	-10	11	-3
52	Cc1ccc(N2C(=O)CSC23C(=O)Nc2ccccc23)cc1 (stereo unspecified)	-18	1	1	1	2
53	COc1ccc(CN2CCC(CO)(Cc3cccc(C(F)(F)F)c3)CC2)cc1Cn1cccn1	-17	1	-8	2	0
54	Cc1cccc(C(=O)NC2CC3CCCC(C2)N3Cc2ccccc2)c1 (stereo unspecified)	11	1	0	6	-7
55	COc1ccc(CNC(=O)/C=C/c2ccc(S(=O)(=O)N3CCOCC3)cc2)cc1	18	2	9	0	-5
56	Cc1ccc(OCc2cc(C(=O)N(C)CCc3ccccc3)no2)cc1C	9	-1	6	12	-2
57	CN(Cc1ccccc1)C(=O)C1CCN(S(C)(=O)=O)CC1	-3	0	7	-4	-3
58	O=[N+]([O-])c1ccc(S(=O)(=O)N2CCN(Cc3c[nH]c4ccccc34)CC2)cc1	-2	.	2	-2	-11
59	COCCNc1nnc(SCC(=O)N2CCN(S(=O)(=O)c3ccccc3)CC2)s1	4	-1	-2	-12	-1

#	eLon inh	FAS-TE inh	TbMetRS inhib	MsrA inh
49	-45	1	0.4	-0.4
50	0	-2	0.0	-0.6
51	-7	-11	0.0	1.8
52	1	-19	0.1	0.4
53	-3	-1	-0.3	0.3
54	6	-2	-1.2	-0.6
55	0	-6	-0.5	-0.9
56	-10	28	-0.5	-0.3
57	-1	-5	-0.5	0.8
58	0	16	-0.1	-0.4
59	11	-7	0.1	-0.7

Filtered by structure: the compounds so far with bromine.
#	smiles	NRP1-CendR mod	MT1-MMP act inh	PABP1 MLLE inh	SKN-1 block	MsrA act
36	O=C(Nc1c(F)cc(F)cc1Br)c1ccco1	2	5	20	-3	-8
46	O=C(CCS(=O)(=O)c1ccc(Br)s1)NCc1ccccc1	5	-1	-9	5	3

#	eLon inh	FAS-TE inh	TbMetRS inhib	MsrA inh
36	-1	-3	-1.2	.
46	-13	-3	0.2	0.8
